Compound activity (PubChem)
phage Ecoli inh = E. coli growth loss with phage present; actives 0.26% (n = 360,000); inhibition, % at 11.9 µM; growth absorbance; in the data active = inhibition above about 11%
* hit, by the source's call. These rows are one share of the data (hit frequency here may not be typical).

SMILES	phage Ecoli inh
COC(=O)Cc1nnn2c1[C@@H](C)[C@@H](c1ccccc1Br)OC[C@H](C)C2	0.8
CCCN1CCCCC(NC(=O)OC(C)(C)C)C1=O (stereo unspecified)	1.4
O=C(NCC1CC1)C1Cc2c(-c3ccc(Cl)cc3)ccnc2O1 (stereo unspecified)	3.3
Cc1ccc(S(=O)(=O)NC(CCCNC(=O)OCc2ccccc2)C(=O)O)cc1 (stereo unspecified)	0.0
COc1ccccc1-c1csc(C(C)(NC(C)=O)c2ccccc2)n1 (stereo unspecified)	1.7
CCCNC(=O)c1cc2c(c(-c3cccc(-c4ccccc4F)c3)n1)[C@@H](CCO)N(C(=O)CC1CC1)C2	0.7
CCOc1ccc(CCN2C(=O)C(=O)N([C@@H](CC(C)C)CN3CCC[C@H]3CN3C(=O)C(=O)NC[C@@H]3CC(C)C)C[C@@H]2CC(C)C)cc1	1.2
COC(=O)[C@@]12C[C@@H](CC(=O)N3CCCCC3)C(=O)N(CCc3ccc(OC)c(OC)c3)C1=CCC(C)(C)C2	3.6
FC(F)(F)c1cccc(-c2nc3ccccc3n2C(c2ccccc2)c2nc3ccccc3[nH]2)c1 (stereo unspecified)	1.0
CCCCCCCCN1C(=O)[C@@H](CC(=O)NCCC(C)C)C[C@@]2(C(=O)OC)C1=C[C@H](C(C)(C)C)O[C@@H]2C	0.1
COCCN1C(=O)CCC1(C)c1nnnn1-c1c(C)cccc1C (stereo unspecified)	-1.5
CCC(c1nnnn1-c1ccc2c(c1)OCCO2)N1CCN(c2ccc(OC)cc2)CC1 (stereo unspecified)	4.0
COC(=O)[C@]12C[C@H](CC(=O)NCc3cccs3)C(=O)N(Cc3ccccc3)C1=C[C@H](C(C)C)O[C@@H]2C1CC1	1.5
CC(=O)NC(C)(c1ccccc1)c1nc(-c2csc3ccccc23)cs1 (stereo unspecified)	2.1
CC1(C(=O)Nc2ccc3ccccc3c2)CCC(=O)N1CC(F)(F)F (stereo unspecified)	1.8
CC(C)C[C@@H]1COc2cccc(NCCO)c2S(=O)(=O)N1	-0.1
O=C(NC1CC1)c1cccc(-c2cncc3nccn23)c1	2.8
CCc1nc2c(OCc3ccccc3C(=O)OC)cccn2c1N(C)C(=O)CC(C)C	2.2
CCc1nc2ccc(C(=O)NC3CCN(Cc4ccccc4)CC3)cn2c1N(C)Cc1cccs1	3.4
OCc1cccc(-c2cnc3c(Nc4cccc(OC(F)(F)C(F)F)c4)nccn23)c1	1.9
Nc1ccn([C@@H]2O[C@H](C(=O)N3CCN(Cc4ccccn4)CC3)[C@@H](O)[C@H]2O)c(=O)n1	2.0
CN(C)c1cccc(NC(=O)C2(C)Cc3c(-c4cccnc4)ccnc3O2)c1 (stereo unspecified)	1.2
O=C(Nc1cccc2cccnc12)c1csc([C@@H]2O[C@H](CO)[C@H](O)[C@H](O)[C@H]2O)n1	1.2
O=C(Nc1ccccc1)c1cc(C2COCCN2C(=O)c2cccs2)on1 (stereo unspecified)	3.6
CCOC(=O)C1CCCN(C(=O)c2ccc(OC)cc2OC)CC1 (stereo unspecified)	0.9
CNc1ncnc2c1ncn2[C@H]1CN(Cc2cccs2)C[C@@H](CO)O1	2.4
COCCNC(=O)C1(C)CCN(C(=O)c2cc(-c3ccccc3)cs2)C1 (stereo unspecified)	1.1
O=S1(=O)CC(N2CC=CC2)CN1Cc1ccccc1 (stereo unspecified)	2.6
Nc1nc2c(ncn2[C@@H]2O[C@H](C(=O)N[C@@H](Cc3ccccc3)C(=O)NCc3ccccc3)[C@@H](O)[C@H]2O)c(=O)[nH]1	3.2
COC(=O)Cc1nnn2c1[C@H](C)[C@@H](OC)c1ccc(C(F)(F)F)cc1-2	6.7
O=C(NC1CCCCC1)C(c1ccc(-c2ccccc2)cc1)n1c(=O)c(-c2ccco2)nc2ccccc21 (stereo unspecified)	1.8
O=C(NCc1ccccc1)C(c1cc2ccccc2o1)n1c(=O)c(-c2ccco2)nc2ccccc21 (stereo unspecified)	1.2
CC(=O)NC(c1ccccc1)c1nc(-c2ccccc2C)cs1 (stereo unspecified)	3.9
COC(=O)C1=C(C)N(Cc2ccccc2)C(=S)NC1c1ccc(-c2ccccc2)cc1 (stereo unspecified)	3.0
O=C(NC(c1ccc(F)cc1)c1ccc2ccccc2n1)C1CCN(CCOc2ccc(F)cc2)CC1 (stereo unspecified)	1.2
O=C(C[C@H]1CC[C@H](NC(=O)Nc2ccccc2F)[C@@H](CO)O1)NCc1ccc(-c2ccccc2)cc1	4.1
Cc1cccc(C)c1-n1nnnc1-c1nc2cc3ccccc3cc2[nH]c1=O	0.4
OC[C@@H]1CN(Cc2ccc3c(c2)OCO3)C[C@H](n2cnc3c(NC4CCCC4)ncnc32)O1	-1.7
CC1(C(=O)NS(=O)(=O)c2ccccc2Cl)CCN1C(=O)C1(c2ccccc2)CCCC1 (stereo unspecified)	-0.5
CCOC(=O)[C@]12CCCC=C1N(Cc1ccco1)C(=O)[C@H](CC(=O)NCCCN1CCCC1=O)C2	2.5
CCCOc1ccc(F)cc1-c1cc(C(=O)NC(C)C)[nH]n1	4.4
CCCc1nc2ccc(Br)cn2c1Cc1cccc(Cl)c1	1.2
COC(=O)C1=C(C)N(Cc2ccccc2C(F)(F)F)C(=NCc2cc(OC)c(OC)c(OC)c2)NC1c1cccc(C(F)(F)F)c1 (stereo unspecified)	6.0
O=C1CCCCCC[C@@H](O)[C@H](O)C[C@H](c2ccccc2)O1	3.8
O=C(NCc1ccccc1)[C@H]1CCCN1C(=O)[C@H]1CCCN1C(=O)N1CCOCC1	1.7
CC1(C(=O)NS(=O)(=O)c2ccc(Cl)cc2)CCN1C(=O)c1ccc(C2CCCCC2)cc1 (stereo unspecified)	1.7
CCCCC1OC(CCc2ccccc2)CC2=C1C(=O)OC(C)(C)O2 (stereo unspecified)	2.3
C(=C\c1ccccc1)/CN1CCN(C(c2ccccc2)c2nnnn2-c2ccc3c(c2)OCCO3)CC1 (stereo unspecified)	3.6
COc1ccc(-c2cc(NC(=O)Cc3c(C)[nH]c4ccccc34)ccc2Nc2cccnc2)cc1F	0.5
Cc1ccc(C(O)c2ncc(-c3ccccc3Cl)[nH]2)c(C)c1 (stereo unspecified)	1.4
CCCCCNC(=O)C1C(=O)Nc2ccccc2C(=O)N1C(C)(C)C (stereo unspecified)	-2.9
O=C1Nc2ccccc2CN2C(=O)c3cc(Cl)ccc3NC(=O)C12 (stereo unspecified)	1.0
COCCCNC(=O)C[C@H]1C[C@@]2(C(=O)OC)C(=C[C@H](COCc3ccccc3)O[C@@H]2C)N(CCC2=CCCCC2)C1=O	1.6
CCCNC(=O)C1(C)CCCN(C(=O)c2cccc(OC(C)=O)c2C)C1 (stereo unspecified)	3.2
CCCCN1C(=O)C(CC(=O)NCc2cccs2)CC(C(=O)N2CCCCCC2)=C1C (stereo unspecified)	4.8
COCCNc1nc(Nc2ccccc2Cl)c2sc(-c3ccccc3)cc2n1	0.8
CC(=O)c1cccc(-c2ccnc3c2CC(C(=O)NCC2CC2)O3)c1 (stereo unspecified)	2.3
CCNC(=O)C1(C)CCN(C(=O)c2ccc(F)cc2Cl)C1 (stereo unspecified)	0.4
COC(=O)C[C@H]1C=C[C@H](NC(=O)Nc2ccccc2F)[C@@H](CO)O1	4.7
COc1ccc(-c2cc(=O)c3ccc(O)cc3o2)cc1OC	-0.4

Exported with each value named: entries from further up
Compound: O=C(NCc1ccccc1)[C@H]1CCCN1C(=O)[C@H]1CCCN1C(=O)N1CCOCC1
  phage Ecoli inh = 1.7

Compound: CC1(C(=O)NS(=O)(=O)c2ccc(Cl)cc2)CCN1C(=O)c1ccc(C2CCCCC2)cc1 (stereo unspecified)
  phage Ecoli inh = 1.7

Random excerpt: 6 compounds from above.
SMILES	phage Ecoli inh
OCc1cccc(-c2cnc3c(Nc4cccc(OC(F)(F)C(F)F)c4)nccn23)c1	1.9
Nc1nc2c(ncn2[C@@H]2O[C@H](C(=O)N[C@@H](Cc3ccccc3)C(=O)NCc3ccccc3)[C@@H](O)[C@H]2O)c(=O)[nH]1	3.2
CC1(C(=O)NS(=O)(=O)c2ccccc2Cl)CCN1C(=O)C1(c2ccccc2)CCCC1 (stereo unspecified)	-0.5
CCCCCNC(=O)C1C(=O)Nc2ccccc2C(=O)N1C(C)(C)C (stereo unspecified)	-2.9
COC(=O)C[C@H]1C=C[C@H](NC(=O)Nc2ccccc2F)[C@@H](CO)O1	4.7
COc1ccc(-c2cc(=O)c3ccc(O)cc3o2)cc1OC	-0.4

Carrying on.
SMILES	phage Ecoli inh
CC1=C(C(=O)N(C(C)C)C(C)C)CC(CC(=O)NCc2ccco2)C(=O)N1Cc1ccc(C(C)(C)C)cc1 (stereo unspecified)	2.6
Cn1c(NCc2cccnc2)nc2cc(-c3ccc(C(=O)N4CCOCC4)cc3)sc2c1=O	1.1
COC(=O)C1=C(C)N(Cc2cccc(C(F)(F)F)c2)C(=NCc2ccc(OC)cc2)NC1c1cccc(Cl)c1 (stereo unspecified)	4.1
COCCNc1ncnc2c1ncn2[C@H]1CN(Cc2ccccc2)C[C@@H](CO)O1	2.3
CCCCN(C=O)c1c(CC)nc2c(OCCC)cccn12	2.6
O=C(NCc1cccnc1)c1cc(C2CCCN(C(=O)c3cccc(O)c3)C2)on1 (stereo unspecified)	0.8
COc1cccc(CCOC(=O)c2c(-c3ccsc3)oc3c2C(OC(C)=O)CCC3)c1 (stereo unspecified)	0.2
CNc1ccc(/C=C\CCCO)cn1	2.5
COc1ccc(C2=Nc3ccccc3N(C(=O)c3ccc(C)cc3)C2C(=O)NCc2ccccc2)cc1 (stereo unspecified)	-0.6
CC(C)(C)NC(=O)C(c1ccccc1)n1c(=O)c(-c2ccco2)nc2ccccc21 (stereo unspecified)	2.4
CC(C)N1CCC1(C)C(=O)Nc1cc(-c2ccccc2)nn1C (stereo unspecified)	2.8
COc1ccc(-c2oc3c(c2C#CC(C)(C)O)C(OC)CCC3)cc1 (stereo unspecified)	0.9
CN(C)c1ccc(CNC(=O)/C=C/[C@H]2O[C@@H](n3cnc4c(NC(=O)c5ccccc5)ncnc43)[C@H](O)[C@@H]2O)cc1	1.8
CCOC(=O)[C@]12CCCC=C1N(Cc1ccco1)C(=O)[C@H](CC(=O)N1CCCC1)C2	-0.6
CC1(C(=O)NCc2cccc3ccccc23)CCN1Cc1ccc2ccccc2c1 (stereo unspecified)	-1.3
COc1ccc(NC(=O)C2c3ccccc3OCC(=O)N2Cc2cccnc2)cc1 (stereo unspecified)	-0.4
CN(C)CCCNC(=O)c1cccc(-c2cnc3cccnn23)c1	3.4
CN(Cc1ccc(Cl)c(Cl)c1)C(C(=O)NCc1ccccc1)c1ccco1 (stereo unspecified)	0.9
OC(c1ccc(F)c(F)c1)c1ncc(-c2ccc(F)cc2)[nH]1 (stereo unspecified)	1.9
CCOC(=O)C1=CCN(S(=O)(=O)c2cccc(Cl)c2)C1c1ccc(Br)cc1 (stereo unspecified)	1.2

In another format: results already given.
phage Ecoli inh | SMILES
4.1 | COC(=O)C1=C(C)N(Cc2cccc(C(F)(F)F)c2)C(=NCc2ccc(OC)cc2)NC1c1cccc(Cl)c1 (stereo unspecified)
2.3 | COCCNc1ncnc2c1ncn2[C@H]1CN(Cc2ccccc2)C[C@@H](CO)O1
2.6 | CCCCN(C=O)c1c(CC)nc2c(OCCC)cccn12
0.8 | O=C(NCc1cccnc1)c1cc(C2CCCN(C(=O)c3cccc(O)c3)C2)on1 (stereo unspecified)
0.2 | COc1cccc(CCOC(=O)c2c(-c3ccsc3)oc3c2C(OC(C)=O)CCC3)c1 (stereo unspecified)
2.5 | CNc1ccc(/C=C\CCCO)cn1
-0.6 | COc1ccc(C2=Nc3ccccc3N(C(=O)c3ccc(C)cc3)C2C(=O)NCc2ccccc2)cc1 (stereo unspecified)

Carrying on.
SMILES	phage Ecoli inh
CCCCNC(=O)C1(C)CCN1C(=O)c1cccc(OC(C)=O)c1C (stereo unspecified)	-1.2
O=C([C@H]1O[C@@H](n2ccc(=O)[nH]c2=O)[C@H](O)[C@@H]1O)N1CCN(c2ccc(Cl)cn2)CC1	-1.7
CS(=O)(=O)c1ccc(Nc2nc(C(N)Cc3ccccc3)cs2)cc1 (stereo unspecified)	0.8
COCC(=O)N1C[C@H]2CON(C)[C@H]2C[C@H]1c1ccc(N2CCCCC2)cc1	3.3
CCc1nc2ccc(C(=O)N(CC)CCN(C)C)cn2c1N(CC)C(=O)NCCc1ccccc1	2.6
OC(c1cc(F)cc(Cl)c1)c1ncc(-c2ccc3ccccc3c2)[nH]1 (stereo unspecified)	10.0
CCOC1=C2[C@@H](CN(S(=O)(=O)c3ccc(C)cc3)[C@H]2c2ccccc2F)[C@H]2C(=O)N(c3ccccc3)C(=O)[C@H]2C1	4.5
Cc1nc2c(c(=O)c3ccccc3n2C)c(=O)n1C1CCCC1	-0.2
CCOC(=O)C1(C)CCN1C(=O)c1cc(F)ccc1C (stereo unspecified)	1.2
CCCNC(=O)C1(C)CCN1C(=O)Cc1ccc(-c2ccccc2)cc1 (stereo unspecified)	1.8
COC(=O)C1=C(C)N(Cc2ccccc2)C(=S)NC1c1cccc(Br)c1 (stereo unspecified)	3.1
COC(=O)c1cc2c(c3c4cc(C)ccc4n(C(=O)c4ccccc4)c13)C(=O)N(Cc1ccccc1)C2	1.3
CC1CC(C)CN(C(C(=O)NC2CCCCC2)c2ccnc3ccccc23)C1 (stereo unspecified)	1.7
O=C(Cc1cn(Cc2ccccc2)c2ccccc12)Nc1ccc(Nc2cccnc2)cc1	1.2
O=C(NC1CCCCC1)C(C1CC1)n1c(=O)c(-c2cc3ccccc3[nH]2)nc2ccccc21 (stereo unspecified)	2.7
CC(C)n1[nH]c2ccccc2c1=O	3.1
CCOC(=O)C1CSCCS(=O)(=O)N1Cc1cc(F)ccc1Br (stereo unspecified)	2.3
COc1cc(NC(=O)c2ccc(-c3c(C)noc3C)c3ccoc23)cc(OC)c1OC	-0.8
NC(=O)NN=C1CCC(OCc2ccccc2)CC1CC(=O)O (stereo unspecified)	2.2
CCc1nc2ccc(C(=O)NCCCN3CCCC3=O)cn2c1N(CC)C(=O)NCCc1ccccc1	2.6
CCOC(=O)c1cc2c(c(-c3cccc(C#Cc4ccc(OC)c(OC)c4)c3)n1)[C@@H](CCO)N(S(=O)C(C)(C)C)C2 (stereo partly specified)	0.7
COc1ccc(-c2cc(CNc3nc(NC(C)C)nc4cc(-c5ccccc5)sc34)on2)cc1	0.9
